Screening data from PubChem BioAssay.
PLCb3 inh: blocks human PLC-beta3 enzyme activity; 0.18% of 370,000 active; Purified PLC-beta3, fluorogenic substrate, fluorescence; AID 720704; inhibition, % at 12.2 µM; Q01970; in the data active = inhibition above about 11%;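 also: 0% = median of compound wells on plate and 100% = full blocker control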
Rev-erbA mod: modulators of human Rev-erb alpha DNA binding; Rev-erbα–FITC-DNA binding, fluorescence polarization, 90 min; P20393; activity, % at 10 µM; 0.79% of 370,000 active;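 active = activity above about 14%, limit read from the data; passing the limit was not always enough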;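 also: 0% = DMSO wells with 35 nM protein and 100% = DMSO wells with 750 nM protein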
HGIII-sPLA2 inh: Inhibits HGIII-sPLA2 liposome hydrolysis, primary screen | Q9NZ20 | 0.56% of 370,000 active | QFRET BODIPY PC-A2 liposome hydrolysis, fluorescence | inhibition, % at 12.2 µM;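 active = inhibition above mean plus 3 SD of compounds lying within the high and low control bounds, cut at about 19% in these data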;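 also: 0% = median of test compound wells and 100% = no enzyme DMSO wells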
Target sequence (Q9NZ20 whole entry, looked up): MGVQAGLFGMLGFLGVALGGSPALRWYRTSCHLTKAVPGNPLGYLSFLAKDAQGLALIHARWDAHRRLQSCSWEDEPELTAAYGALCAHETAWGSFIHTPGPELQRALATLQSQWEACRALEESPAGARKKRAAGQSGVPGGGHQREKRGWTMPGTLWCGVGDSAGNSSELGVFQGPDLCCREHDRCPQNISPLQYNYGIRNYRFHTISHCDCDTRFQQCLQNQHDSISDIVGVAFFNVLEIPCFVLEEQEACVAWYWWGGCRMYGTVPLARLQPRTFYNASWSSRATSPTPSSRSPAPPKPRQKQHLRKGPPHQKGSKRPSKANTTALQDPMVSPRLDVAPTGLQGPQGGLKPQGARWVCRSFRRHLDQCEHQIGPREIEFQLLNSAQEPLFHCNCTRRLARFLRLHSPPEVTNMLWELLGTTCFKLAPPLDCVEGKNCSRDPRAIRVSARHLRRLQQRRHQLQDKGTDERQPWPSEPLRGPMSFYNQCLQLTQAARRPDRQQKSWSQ
DAX1 inh-1: DAX1 (NR0B1) inhibition, primary screen | HEK293T StAR-luciferase reporter, SF-1/DAX-1 repression relief | inhibition, % at 6.8 µM | 1.1% of 370,000 active | AID 652010;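 active = inhibition above the mean over all tested compounds plus 3 SD, cut at about 3.6% in these data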;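 also: 0% = DAX-1 cells with DMSO and 100% = cells lacking DAX-1 with DMSO; higher inhibition means more luminescence from relief of DAX-1 repression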
ssDAF-12 act: activates DAF-12 receptor from parasite S. stercoralis; activation, % at 6.8 µM; 1% of 370,000 active; HEK293 ssDAF-12/GRIP1 lit1-tk-luc reporter, luminescence; % of 3 µM dafachronic acid response;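 active = activation above the mean over all tested compounds plus 3 SD, cut at about 0.9% in these data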;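 also: 0% = DMSO-only wells and 100% = 3 µM delta7-dafachronic acid wells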
PG9 binder: binds the HIV-1 gp120 antibody PG9; TR-FRET gp120-PG9 antibody binding; inhibition, % at 6.7 µM; 0.43% of 360,000 active; AID 624416; in the data active = inhibition above about 8.5%
hgDAF12 agonist: activates the H. glycines DAF-12 receptor ligand-binding domain. HEK293 GAL4-hgDAF12 UAS-luciferase reporter, agonist luminescence; normalized to butyrate control. activation, % at 6.8 µM. 1.8% of 370,000 active. AID 687014;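 active = activation above a cutoff set at the mean of all screened compounds plus 3 SD, cut at about 10% in these data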;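 also: 0% = DMSO wells and 100% = sodium butyrate wells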
DAX1 inh-2: inhibits human nuclear receptor DAX1; P51843; HEK293 Gal4-DAX1 luciferase reporter, luminescence; inhibition, % at 6.75 µM; 0.99% of 340,000 active; AID 504766;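 active = inhibition above the mean over all tested compounds plus 3 SD, cut at about 4.2% in these data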;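 also: 0% = DAX1-transfected cells with DMSO and 100% = empty-vector control cells with DMSO; inhibition shows as a rise in luminescence from relieved DAX1 repression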
Target sequence (P51843 207-470 limits assumed): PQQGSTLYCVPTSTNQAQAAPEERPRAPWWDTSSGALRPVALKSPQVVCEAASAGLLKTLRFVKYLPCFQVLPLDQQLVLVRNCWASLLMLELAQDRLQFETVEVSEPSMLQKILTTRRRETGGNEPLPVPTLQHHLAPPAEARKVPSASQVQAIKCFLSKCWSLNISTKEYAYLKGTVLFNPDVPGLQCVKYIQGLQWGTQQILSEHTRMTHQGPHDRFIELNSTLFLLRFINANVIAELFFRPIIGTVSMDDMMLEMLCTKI
hcDAF-12 act: H. contortus DAF-12 activation, primary screen | activation, % at 6.8 µM | AID 652067 | 1.4% of 370,000 active | HEK293 hcDAF-12 lit1-tk-luc reporter, luminescence; 0% DMSO, 100% Δ7-dafachronic acid;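 active = activation above the mean of all tested compounds plus 3 SD, cut at about 5.5% in these data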;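 also: 100% = response to 3 µM Δ7-dafachronic acid high control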
SMARCA2 act: SMARCA2 function activation, primary screen. 1% of 370,000 active. MG213 cells, MMTV-luciferase reporter, dexamethasone, overnight. AID 652017. activation, % at 9.1 µM; in the data active = activation above about 7.8%;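 also: 0% = vehicle wells and 100% = reference activator wells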
GAA850 FXN act: increases GAA850 frataxin promoter reporter activity | HEK293 lucGAA850 FXN promoter luciferase reporter, 24 h; percent of 10 µM SAHA response | activation, % at 6 µM | 0.56% of 360,000 active;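 active = activation above the average of all compounds screened plus 3 SD, cutoff fixed separately per campaign, cut at about 7.5% in these data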;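 also: 0% = DMSO wells and 100% = 10 µM SAHA wells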
* marks the source's active call; other numbers are inactive results; i = inactive; x = not tested or not shown.

SMILES	PLCb3 inh	Rev-erbA mod	HGIII-sPLA2 inh	DAX1 inh-1	ssDAF-12 act	PG9 binder	hgDAF12 agonist	DAX1 inh-2	hcDAF-12 act	SMARCA2 act	GAA850 FXN act
CNC(C)C(=O)NC(C(=O)NC(C)C(=O)NNc1ccccc1)C(C)C (centres undefined)	-1	-3	1	1.5	-1.2	1.3	-1.1	x	1.4	-1	-3.5
O=C(/C=C/c1cccnc1)c1ccc(NC(=O)c2cccc(Br)c2)cc1	6	4	-3	-0.6	-0.6	1.6	0.9	-1.0	2.9	-1	5.0
NC(=O)C1CCN(C(=O)c2ccccc2CCc2ccccc2)CC1	-5	0	2	0.3	-1.2	-1.6	-0.4	0.5	-2.2	-1	1.8
Cc1ccc(S(=O)(=O)N2C[C@H]3C(=O)C[C@@H]4C(=O)N(c5ccccc5)C(=O)[C@@H]4[C@@H]3C[C@H]2c2cccs2)cc1	2	6	-17	0.0	-1.2	1.9	0.9	x	0.9	2	x
O=C(CCc1nc(-c2ccccc2F)no1)NCCc1ccc(F)cc1	0	-7	-4	1.1	-0.9	x	-2.3	x	0.7	6	x
CN1CCCN(S(=O)(=O)c2ccccc2)c2nc3ccccc3nc21	-154	2	-7	0.2	-0.9	0.9	-0.2	0.0	-0.1	1	3.3
COc1ccccc1NS(=O)(=O)c1cccc(C(=O)OCC(=O)Nc2cc(C)on2)c1	-1	3	-10	-0.2	-1.1	-1.0	-1.2	-1.2	1.2	-2	-0.8
COc1ccc(CN(C)CC(=O)Nc2ccccc2C(=O)NC2CC2)cc1	1	-1	10	0.2	-0.4	1.6	-0.6	-1.2	-0.2	-2	-2.2
CCOC(=O)C1(C)CCCCCN1C(=O)/C=C/c1ccccc1 (centres undefined)	2	1	-4	-1.2	0.0	-0.7	-0.4	x	-1.9	-1	-0.5
Cc1cccc(N2CCN(Cc3nc(-c4cccc(Oc5ccccc5)c4)oc3C)CC2)n1	-4	-2	-14	-0.2	-0.6	-2.3	2.7	-0.9	-0.5	-3	0.8
CC1(C)C=Cc2cc3ccc(=O)oc3cc2O1	-275	-4	-1	1.2	0.2	-2.2	8.1	6.7*	2.3	5	-0.7
O=C(NNc1cc(Cl)cc(Cl)c1)C1CCC1	-7	-1	0	-0.6	-1.3	-1.1	-0.9	-1.2	-1.0	0	1.2
Cc1ccc(S(=O)(=O)N(C)C)cc1NC(=O)CCc1ccccc1	-5	2	-3	0.1	-1.0	-3.1	0.9	0.6	-0.1	3	0.6
Cc1ccc(S(=O)(=O)N2C3CCCCC3O[C@H]2CC(=O)c2cccc3ccccc23)cc1 (some centres undefined)	-13	1	-14	-0.6	-0.9	-0.1	3.3	x	0.4	-3	x
CC1CCN(CCOCCOc2ccc(Cl)cc2Br)CC1	6	-4	-20	-0.1	-1.0	-2.5	-1.4	1.1	-0.8	-3	4.4
Cc1ccc(NC(=S)NC2CCCC2)cc1C	0	-6	15	0.3	-0.8	0.3	3.2	0.4	-1.2	4	3.7
O=C(N/N=C/c1ccc2ncccc2c1)c1cc(-c2cccs2)nc2ccccc12	-28	7	2	0.2	-0.4	-0.7	1.5	2.6	-0.8	5	-3.6
O=C(O)C1C2C=CC(C2)C1C(=O)NCCCc1ccccc1 (centres undefined)	0	-3	10	0.0	-0.9	-0.3	-2.7	1.2	-2.6	-4	1.9
Cc1ccc(NC(=S)NCC23C=CC(O2)C2C(=O)N(c4ccc(C)cc4)C(=O)C23)cc1 (centres undefined)	1	2	1	-1.0	-1.0	1.1	0.2	-1.1	-0.3	1	-0.8
CCOC(=O)c1c(NC(=O)C(C)Sc2c[nH]c3ccccc23)sc2c1CCC2 (centres undefined)	0	7	-24	0.2	-0.8	-2.9	0.4	0.5	5.6*	-3	3.0
Cc1cc(C)cc(NC(=O)C(Nc2ccccc2)c2ccccc2)c1 (centres undefined)	0	1	-24	-1.0	-0.6	-2.3	2.2	-0.5	2.8	0	1.4
COc1ccc(/C=N/NC(=O)C(=O)N2CCN(c3ccccc3OC)CC2)cc1	-1	-3	-10	-0.2	-1.6	0.6	1.4	1.0	-2.9	0	8.4*
CS(=O)(=O)N1N=C(c2ccccc2)CC1c1ccc2nccnc2c1 (centres undefined)	1	0	-1	-0.5	-0.9	-3.4	4.2	-0.1	0.5	0	2.2
CCOc1ccc(CCN2C(=S)N([C@@H](Cc3ccc(O)cc3)CN3CCC[C@@H]3CN3C(=S)NC[C@@H]3CC(C)C)C[C@@H]2Cc2ccc(O)cc2)cc1	4	8	-11	0.6	-1.3	-1.8	-0.9	x	-1.1	-5	x
CC(C)N1CCCCC(NC(=O)c2ccc(F)cc2)C1=O (centres undefined)	3	10	1	-0.2	-0.8	x	0.1	x	-0.6	0	x
Cc1cccc(NC(=O)C2CCN(S(=O)(=O)c3cccc4nonc34)CC2)c1	-1	2	-3	-0.2	-1.2	1.5	-2.2	0.8	-1.9	0	0.9
CCC(CC)C(=O)N1CCN(c2cccc(C)c2C)CC1	-1	10	-1	-0.8	-2.3	-1.7	2.0	-1.6	-2.7	-2	-0.3
O=C(Nc1ccccc1Cl)c1cc[n+]([O-])cc1	-1	-1	-1	0.4	-0.9	-0.5	-0.1	0.1	0.2	-2	1.5
COC(=O)C1=C(C)N(Cc2ccccc2)C(=NCc2ccc(OC)cc2)N[C@H]1c1ccccc1	-1	1	5	-0.6	-1.1	-0.7	0.7	2.5	-2.4	-1	-7.6
COc1ccc(CN=C(Nc2ccccc2)SC2CC(=O)NC2=O)cc1 (centres undefined)	-4	0	-12	-0.3	-0.8	1.3	1.1	0.3	-1.7	-2	0.2
CCOC(=O)c1csc(NC(=O)C2=COCCO2)n1	-1	5	-4	7.0*	-0.1	0.0	7.3	2.8	2.5	5	1.2
CCC(c1nnnn1CCc1ccccc1)N(Cc1ccco1)Cc1cc2c(C)ccc(C)c2[nH]c1=O (centres undefined)	0	6	-5	0.0	-1.0	0.7	1.4	0.9	-1.4	-1	-0.1
COCCN1C(=O)N[C@@H](CCc2ccccc2)[C@H](C(C)=O)[C@H]1C	0	-1	1	0.3	-0.6	1.0	2.1	0.7	1.2	2	0.8
CC1CCN(CCCNC(=O)CN2CCN(Cc3ccc(Cl)cc3)C2=O)CC1	0	3	11	0.1	-1.1	3.2	-2.2	0.4	-1.0	-3	2.1
Cn1c(SCC(=O)OC2CCCCC2)nnc1-c1ccc(S(=O)(=O)N2CCCC2)cc1	-3	-6	2	0.3	-0.9	0.6	1.9	2.0	-0.5	-2	-3.3
CCS(=O)(=O)c1ccc(-c2csc(-c3ccc(Cl)cc3)n2)c(Cl)c1Cl	1	5	1	0.4	-1.3	-1.1	-1.6	0.6	1.4	0	-0.8
Cc1cc(CNC(=O)Nc2ccc3c(c2)OCO3)nn1C	4	2	3	-0.1	-1.4	-1.8	3.2	0.6	-0.8	1	4.5
CC(C)N(C(=O)c1sc2cc([N+](=O)[O-])ccc2c1Cl)C(C)C	-3	-4	-4	0.3	-1.1	0.4	-1.9	1.0	-2.1	-2	-1.7
COc1cccc(NC(=O)CN2C(=O)NC(C)(c3ccc(C)cc3)C2=O)c1 (centres undefined)	4	-7	-3	-0.6	-0.3	1.2	-0.6	-0.7	3.1	0	0.3
Clc1cccc(Cl)c1OCCOCCNCc1ccccc1	-5	4	-1	0.7	-0.9	1.0	0.8	0.1	-2.8	1	-1.0
O=C(C1=C[C@@H](c2ccccc2)C[C@@H](OCCCCO)O1)N1CCOCC1	1	-2	4	-0.8	-0.7	-2.0	-0.4	0.1	-1.1	-1	2.4
CCCCN(CCCC)CCNC(=O)CN1C(=O)CSc2ccc(S(=O)(=O)N3CCOCC3)cc21	0	3	5	0.7	-1.3	-0.4	-0.1	0.7	0.5	-1	-2.1
CCCCNC(=O)C1(c2ccc(OC)cc2)CCOCC1	1	1	3	0.1	-1.0	1.6	1.8	2.3	0.9	-3	0.7
Cc1ccc(C(=O)OC(C(=O)Nc2ccc(Cl)cc2C(F)(F)F)c2ccccc2)cc1 (centres undefined)	-2	-4	-9	-0.4	-1.7	0.8	-2.8	-1.3	-4.3	-2	0.0
COc1ccccc1N1CCN(S(=O)(=O)c2ccc(-n3cnnn3)cc2)CC1	-5	0	-1	0.1	-0.6	0.8	-1.4	0.1	0.8	-2	0.1
Cc1ccc(C(=O)COC(=O)c2cc(C)no2)c(C)c1	-2	4	-1	-1.2	-0.9	0.2	0.3	-1.1	1.4	-1	1.0
CCN1CCN(C(=O)c2cc3cc(F)ccc3[nH]2)CC1	-14	6	5	0.4	0.0	-0.3	-1.6	-1.0	2.8	-2	1.7
O/N=C\c1ccc(-c2ccccc2)o1	0	-5	-10	0.1	-1.3	-1.2	4.0	4.0	3.8	9.5*	4.4
COC(=O)[C@]12C[C@H](CC(=O)N3CCN(C(=O)c4ccco4)CC3)C(=O)N(Cc3ccco3)C1=C[C@H](COCc1ccccc1)O[C@@H]2C	-1	3	-1	-0.4	-1.1	x	-2.9	x	-2.4	2	x
COc1ccccc1-c1ccc2nnc(SC)n2n1	i	0	0	0.9	-1.1	-1.6	-1.8	0.9	-1.4	4	2.5
COc1ccc(C(=O)NCCC2=CCCCC2)cc1[N+](=O)[O-]	-1	-4	-2	0.8	-1.9	-0.6	1.5	1.4	-0.9	-3	2.3
O=C(Nc1ccc(S(=O)(=O)Nc2nccs2)cc1)c1cc(-c2ccccn2)nc2ccccc12	0	-2	-48	-0.1	-1.5	-3.4	2.1	-0.4	0.9	-2	0.4
CCN(Cc1cc2ccccc2[nH]c1=O)S(=O)(=O)c1ccccc1	2	-1	-6	-1.1	-1.0	1.0	0.2	-0.3	-1.6	-4	-2.0
NC1=NC(c2ccccc2)N=C(Nc2ccccc2)N1 (centres undefined)	-6	-6	2	0.8	-0.6	-0.7	2.8	x	1.0	4	x
Cc1sc2nc(CSc3ccc([N+](=O)[O-])c(C(F)(F)F)c3)[nH]c(=O)c2c1C	-35	-5	-10	-0.4	-1.7	-0.4	-1.2	-0.2	-0.6	0	1.1
C[C@H]1CN([C@@H](C)CO)C(=O)CCCn2cc(nn2)CO[C@@H]1CN(C)C(=O)Nc1cccc(C(F)(F)F)c1	-3	6	11	0.1	-0.9	-0.9	0.1	-0.4	-0.9	-4	0.1
O=C(Cc1cccc(NC(=O)C2CCN(S(=O)(=O)c3cccc([N+](=O)[O-])c3)CC2)c1)Nc1cccc(C(=O)N2CCOCC2)c1	0	4	-17	1.2	-0.5	0.1	1.6	0.3	-1.9	3	1.5
Nc1ncnc2c1ncn2[C@@H]1O[C@H](C(=O)N[C@@H](CCc2ccccc2)C(=O)N2CCN(C(=O)N3CCCCC3)CC2)[C@@H](O)[C@H]1O	2	-4	-1	0.4	-1.1	-1.8	0.0	x	-0.5	0	x
